FLuc inhib CS – Photinus pyralis luciferase inhibition counter-screen | P08659 | ATPLite firefly luciferase biochemical luminescence, 10 min | inhibition, % at 10 µM | 200,000 tested, 1.5% active;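 active = inhibition above about 50% when tested at 10 µM, limit read from the data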
Target sequence (P08659 whole entry, looked up): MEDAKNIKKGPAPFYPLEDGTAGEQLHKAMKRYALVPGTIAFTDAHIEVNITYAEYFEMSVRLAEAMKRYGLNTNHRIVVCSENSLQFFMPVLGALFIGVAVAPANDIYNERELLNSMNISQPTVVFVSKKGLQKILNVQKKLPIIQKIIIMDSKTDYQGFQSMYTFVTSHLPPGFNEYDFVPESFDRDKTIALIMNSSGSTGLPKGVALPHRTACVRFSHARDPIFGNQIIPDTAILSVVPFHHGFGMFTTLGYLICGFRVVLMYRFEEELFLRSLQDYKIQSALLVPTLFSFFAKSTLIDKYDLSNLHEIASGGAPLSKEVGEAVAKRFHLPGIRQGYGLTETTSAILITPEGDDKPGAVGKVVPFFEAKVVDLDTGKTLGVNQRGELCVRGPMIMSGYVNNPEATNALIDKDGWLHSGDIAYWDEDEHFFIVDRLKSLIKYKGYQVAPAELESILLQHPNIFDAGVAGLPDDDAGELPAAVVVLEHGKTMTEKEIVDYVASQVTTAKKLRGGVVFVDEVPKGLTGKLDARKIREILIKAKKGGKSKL
STAT1 act – activators of IFN-gamma induced STAT1 signaling | 200,000 tested, 2.6% active | AID 932 | activation (% of control), % at 5.5 µM | NIH 3T3 STAT1-luciferase reporter, luminescence; 100% = IFN-gamma alone, no compound;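 active = activation above the screen-wide mean activation plus 3 SD, cut at about 130% in these data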;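 note: raw ratio to IFN-gamma control signal so 100% means no change and 0% no light; values of inactives mirror those of a sister screen read the other way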
FLuc act counter – firefly luciferase counter-screen for stimulation assays; P08659; ATPlite luciferase biochemical, luminescence, 10 min; 0 = ATP-free wells, 1 = DMSO control; activation factor at 10 µM; 200,000 tested, under 10 active;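 active = luciferase activation factor, scaled between plate controls, of at least 2 with compound at 10 µM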
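Material: Luciferase/luciferin reagent mix; Doses: test compounds dosed from 2 mM stocks in 100% DMSO; Schedule: 10 min incubation after luciferase reagent addition, room temperature; Measured by: luminescence from luciferase reaction; Read-out: luminescence gain marking luciferase activators.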
Hsp70 activator – transcriptional activators of Hsp70; activation, % at 10 µM; HeLa Hsp70 promoter luciferase reporter, luminescence; scaled: vehicle 0, proteasome-inhibitor control 100%; 200,000 tested, 0.04% active;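 active = activation above the mean across all tested compounds plus 3 SD, cutoff set per campaign, cut at about 5.5% in these data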;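 note: 100% = MG132 at 30 µM as the positive control and 0% = DMSO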
Redox H2O2 prof – compounds producing H2O2 with reducing agent – biochemical, NIH compound library profiling, artefact control for MLSCN library redox annotation, primary screen. 200,000 tested, 0.03% active. DTT-dependent redox cycling H2O2, phenol red/HRP absorbance; 100% = 100 µM peroxide control, 0% = buffer. activation, % at 10 µM;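 active = activation of at least 50% relative to the plate's high and low controls in the primary single-dose screen; inactive = activation below 50%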;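 note: compound incubated with DTT at 0.8 mM final as the reducing agent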
G6PDH counter – inhibits Leuconostoc G6PDH, flagging false hits in G6PDH-based assays. Purified L. mesenteroides G6PDH, diaphorase/resazurin coupled fluorescence, 45 min. AID 1020. inhibition, % at 5 µM. 200,000 tested, 0.12% active; in the data active = inhibition above about 50%
NF-kB expr up – compounds increasing NF-kB expression in human neuronal cells. fold change at 12.5 µM. NF-kB reporter expression; active compounds read high. 190,000 tested, 1.6% active. AID 1239; in the data active = fold change above about 3.3
APP 5'UTR act – activates APP 5'UTR luciferase reporter; SH-SY5Y APP 5'UTR luciferase reporter, luminescence; zero percent = DMSO vehicle wells; activation, % at 2 µM; 190,000 tested, 1% active; AID 1276;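 active = activation above a set limit, based on mean plus 3 SD of controls, cut at about 140% in these data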; note: values of inactives mirror those of a sister screen read the other way
APP transl inh – APP translation inhibition; SH-SY5Y APP 5'UTR-luciferase reporter, luminescence; 190,000 tested, 0.82% active; inhibition, % at 2 µM;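 active = inhibition above a set limit, derived from the sample mean plus 3 SD, cut at about 45% in these data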; note: values of inactives mirror those of a sister screen read the other way
Efa HMGR inh – E. faecalis class II HMG-CoA reductase inhibition; purified E. faecalis HMGR, NADPH absorbance 340 nm kinetic; AID 1066; 190,000 tested, 0.41% active; inhibition, % at 10 µM;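 active = inhibition above a set limit, the median over all tested compounds plus 3 SD, cut at about 9.5% in these data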;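 note: enzyme runs in reverse so mevalonate oxidation gives rising NADPH absorbance; 0% = complete reaction with DMSO and 100% = background rate lacking mevalonate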
* = called active by the depositor; . = not tested or not shown.

#	Molecule	NF-kB expr up	FLuc inhib CS	STAT1 act	Efa HMGR inh	Redox H2O2 prof	Hsp70 activator	APP 5'UTR act	G6PDH counter	APP transl inh	FLuc act counter
1	CC(C)(C)c1cnnn1-c1cccc([N+](=O)[O-])c1	1.2	-7	90	0	-0.4	0.0	2	5	-2	1.1
2	COc1cc(/C=N/NC(=O)c2cccnc2)ccc1OCC(=O)N1CCOCC1	1.2	-6	94	-5	-0.3	-0.4	-12	-7	12	1.1
3	CCCC1/C(=N/O)CC(c2ccccc2)NC1c1ccccc1 (configuration not stated)	0.73	-6	84	-6	-0.3	0.2	8	4	-8	1.1
4	CCCC1C2CN(C(C)C)CC=C2C(C#N)=C(N)C1(C#N)C#N (configuration not stated)	0.78	-3	97	1	2.2	0.1	11	22	-11	1
5	COc1ccc(NCC(O)Cn2cnc3c2c(=O)n(C)c(=O)n3C)cc1 (configuration not stated)	0.8	8	103	5	-0.3	-0.2	-8	-3	8	0.9
6	O=C(O)c1cccc(NC2=C(Cl)C(=O)c3ccccc3C2=O)c1	2.4	2	99	-2	1.5	-0.1	5	52*	-5	1
7	COCCNC(=O)C1=NOC(Cn2cc(C#N)c(=O)n(C)c2=O)C1 (configuration not stated)	1.1	1	99	-2	-1.4	-0.3	11	0	-11	1
8	O=C(Nc1nc2ccccc2s1)c1cc(-c2ccco2)nc2ccccc12	1.2	2	90	-5	-0.2	-0.2	30	-12	-30	1
9	CC(C)CCNC(=O)COc1ccc(C(=O)c2ccccc2)cc1	1.2	-10	91	-5	-0.9	-0.3	-12	6	12	1.1
10	Cc1c(O)ccc(C(=O)COc2ccccc2F)c1O	1.7	-2	99	-7	2.2	-0.3	14	10	-14	1
11	COc1ccc(/C=N/NC(=O)c2ccoc2C)cc1O	1.6	4	122	1	0.0	-0.1	29	12	-29	1
12	N#Cc1cccc(NC(=O)Nc2cccs2)c1	1.1	14	94	1	1.9	0.1	-14	-4	14	0.9
13	CCOC(=O)c1c(C)[nH]c(C)c1C(=O)COC(=O)CCOc1ccccc1OC	1.1	-1	104	-2	0.0	-0.2	-11	7	11	1
14	Cc1cccc(C)c1Nc1nnc(SCC(=O)c2ccc3c(c2)NC(=O)CO3)s1	0.97	-3	98	0	-0.1	-0.3	.	1	.	1
15	Cc1cc(C)cc(N(C(=O)c2ccccn2)C(C(=O)NC2CCCCC2)c2cccs2)c1 (configuration not stated)	0.97	-3	94	-2	-3.4	-0.1	0	6	0	1
16	COc1ccccc1N(C1=NCCCS1)S(=O)(=O)c1ccc(C(C)(C)C)cc1	0.81	-8	87	-3	-0.7	-0.3	1	15	-1	1.1
17	COCc1cc(N2CCOCC2)nc(-c2ccccc2)n1	1.4	-5	97	6	-0.2	-0.3	-21	2	21	1.1
18	Cc1cc(Nc2ccccc2O)c2ccccc2n1	0.97	-4	97	-1	-0.7	-0.3	5	16	-5	1
19	Cc1ccc2[nH]c(O)c(N=NC(=O)C3CC3c3ccccc3)c2c1Br (configuration not stated)	1.2	-4	96	-3	0.2	-0.3	-8	-7	8	1
20	CCn1c(/C(C#N)=N/O)nc2ccccc21	1.2	-1	94	0	-0.5	-0.1	2	12	-2	1
21	Cc1csc(N2CCCC2=O)n1	0.99	-1	102	0	-0.6	0.0	-6	12	6	1
22	CC(SCC(=O)NC(C)C1CC2CCC1C2)C(=O)O (configuration not stated)	1.3	-1	98	-5	-0.2	-0.3	27	9	-28	1
23	COc1ccc(C2=NO[C@@H]3C(=O)N(c4c(C)cccc4C)C(=O)[C@H]23)cc1OC	1.2	-6	99	-2	3.3	-0.1	9	4	-9	1.1
24	FC(F)(F)c1ccccc1Nc1nccs1	1.1	-2	95	-3	-0.7	-0.1	4	4	-4	1
25	C/C(=N\N=C(/N)SC1CC(=O)N(c2cccc(Cl)c2)C1=O)c1cccs1 (configuration not stated)	1.4	8	102	-5	-4.7	-0.6	-2	6	2	0.9
26	CCn1c(SCc2c(F)cccc2Cl)nnc1-c1ccco1	0.85	-2	109	3	1.9	-0.4	2	-10	-2	1
27	CCOc1ccc2c(c1)OC(c1ccccc1)(C(F)(F)F)NC2=O (configuration not stated)	1.1	-4	99	-11	0.3	-0.2	-10	1	10	1
28	CCOC(=O)c1ccc(Oc2nc(SC)nc(N(C)C)n2)cc1	1.2	-8	95	-9	2.3	-0.4	12	-3	-12	1.1
29	Cc1ccc(CC(CC(=O)O)C(=O)NC2CCCCC2)cc1 (configuration not stated)	1.3	-8	92	-15	-0.1	0.0	-5	6	5	1.1
30	COc1cc(Cl)cc(C(=O)O)c1OCC(=O)O	1.1	-1	100	-9	-0.4	-0.4	-6	16	6	1
31	CC1(C)C(=O)OC(C(=O)c2ccccc2)C2(CCCCC2)C1=O (configuration not stated)	1.1	-4	97	-2	-0.1	0.0	11	9	-10	1
32	O=C(c1ccc2c(c1)OCO2)N1CCN(c2ccccc2F)CC1	2	-10	103	1	0.4	-0.6	.	5	-11	1.1
33	N#CC(=C1CCCC1)c1nc(-c2cc3ccccc3oc2=O)cs1	1.5	15	115	-1	0.8	0.9	39	3	-39	0.8
34	O=C(CSc1nn(-c2ccc(F)cc2)c(=S)s1)NC1CCS(=O)(=O)C1 (configuration not stated)	1.2	-4	100	7	-0.4	0.3	10	2	-10	1
35	CCc1nnc(NS(=O)(=O)c2ccc(NC(=O)OC)cc2)s1	1.5	-5	96	1	1.3	-0.3	19	5	-19	1.1
36	O=C(O)CCC(=O)N1CCC(C(=O)c2cccc(Cl)c2)CC1	1.2	-5	98	-2	-0.3	-0.1	2	-2	-2	1
37	O=S(=O)(NCCNS(=O)(=O)c1ccccc1)c1ccccc1	1.2	-4	102	-7	0.0	0.2	2	1	-2	1
38	CC1CN(Cc2cc(=O)[nH]c(C(C)C)n2)CC(C)O1 (configuration not stated)	1.2	-3	90	-4	-1.1	-0.3	-2	-6	2	1
39	Cc1ccc(C)c(OCc2nnc(NC(=O)c3ccco3)s2)c1	1	-1	100	-3	3.1	0.2	20	7	-20	1
40	CC(C)(C)N1C(=O)c2ccccc2NC(=O)N1Cc1ccc(Br)cc1	0.92	-6	104	-2	0.2	0.0	-4	-4	4	1.1
41	COc1ccc(CN(Cc2cc3cc(C)ccc3[nH]c2=O)C(=O)N(C)C)cc1	0.88	-6	92	0	-0.7	-0.1	3	8	-3	1.1
42	Cc1ccc(C)c(NC(=O)C(Sc2cccc[n+]2[O-])c2ccccc2)c1 (configuration not stated)	1.3	-8	100	-5	0.3	0.1	2	-6	-2	1.1
43	COc1ccc(CSc2nncn2C)cc1[N+](=O)[O-]	0.97	-3	106	-6	0.0	-0.3	-1	12	1	1
44	Cc1cnc(-c2nnc(N(C)C(=O)c3cccnc3)s2)cn1	1.2	-1	109	0	0.7	0.3	6	1	-6	1
45	CC(CCc1ccccc1)NC(=O)CSc1nnnn1C (configuration not stated)	1.7	-6	89	.	-0.5	-0.4	21	2	-21	1.1
46	CCOc1ccc(S(=O)(=O)NCCSc2ccccc2)cc1	1.3	-10	101	-1	0.2	0.2	1	4	-2	1.1
47	CCCn1c2ccccc2c2nnc(SCC(=O)OC)nc21	1.2	-4	100	1	-0.4	-0.3	-2	-1	2	1
48	Cc1ccc(C(=O)Nc2cccnc2)cc1NC(=O)c1ccco1	1.2	-8	95	-6	-17	-0.1	-44	0	44	1.1
49	CCOC(=O)N1CCN(S(=O)(=O)c2ccc(C(=O)Nc3nc4ccccc4s3)cc2)CC1	1.6	4	99	2	2.6	-0.3	-6	0	6	1
50	Cc1cccc(Cn2c(N3CCN(c4ccccc4)CC3)nc3c2c(=O)n(C)c(=O)n3C)c1	0.67	-7	100	0	2.3	-0.3	1	1	-1	1.1
51	COc1cc(NC(=O)NCCN2CCN(c3ccc(Cl)cc3)CC2)ccc1C	0.65	-7	104	-3	2.5	-0.2	-2	-25	2	1.1
52	O=C(NCCCN1CCCC1=O)c1ccccc1NS(=O)(=O)c1ccc(F)cc1	1.5	-1	91	-2	-0.3	-0.2	8	10	-8	1

From PubChem BioAssay
